Bioassay records: PubChem BioAssay, several laboratories
KKLEB cytotox: cytotoxicity in KKLEB CF airway cells, primary screen, cytotoxicity control for CF NF-kB inhibitor project, cell-based, uHTS, fluorescence assay plates. KKLEB CF airway cells viability, ATPlite luminescence, overnight; active compounds read low; cells stimulated with P. aeruginosa culture filtrate. activity change (cytotoxicity), % at 5 µM. 0.36% of 360,000 active. AID 602141, 2011;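 active means corrected activity change at or below -50% at 5 µM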
TROY NFkB inh: inhibitors of TROY-driven NF-kB signaling, primary screen, Q293 LMP1-TROYcd cells, NF-kB luciferase, uHTS; 0.98% of 360,000 active; inhibition, % at 10 µM; Q293 LMP1-TROYcd NF-kB luciferase reporter, 4 h; AID 1347056, 2019;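 active means compounds whose plate-normalised and pattern-corrected inhibition of the luciferase reporter signal at the single screening dose is 50% or more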
TRAIL sens C8: viability loss with TRAIL in NB7+C8 cells, primary screen, TRAIL sensitizer project, cell-based, ATPlite luminescence; inhibition (viability loss, TRAIL sensitization), % at 10 µM; 1% of 360,000 active; AID 624354, 2012;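 active means compounds causing at least 50% loss of cell viability in the single-dose screen, relative to plate controls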
NCOA3 inh: SRC3 coactivator transcriptional activity inhibitors, primary screen, cell-based, luminescence | Nuclear receptor coactivator 3 (Homo sapiens), Q9Y6Q9 | HEK293 GAL4-SRC3 luciferase reporter | inhibition, % at 3.6 µM | 0.17% of 360,000 active;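 active means inhibition above a per-campaign cutoff, the mean of all compounds plus 3 SD, cut at about 60% in these data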;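 further: 0% = DMSO-treated cells and 100% = gossypol-treated cells at 36 µM; higher means less SRC3-driven luciferase light from the GAL4 reporter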
TWEAK-Fn14 inh: inhibitors of TWEAK-Fn14 signaling, primary screen, luciferase reporter cells, uHTS; TWEAK-stimulated Fn14 reporter cells, luciferase luminescence, 8 h; inhibition, % at 10 µM; 2% of 360,000 active; in the data active means inhibition above about 50%
CF NFkB block: inhibitors of PAF-induced NF-kB signaling, primary screen, cell-based, GFP fluorescence, uHTS. inhibition, % at 5 µM. 0.86% of 360,000 active. KKLEB NF-kB-GFP reporter, GFP fluorescence overnight. AID 588850, 2011;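 active means at least 50% inhibition at 5 µM, scaled per plate between neutral and stimulator controls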;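 further: PAF is a Pseudomonas aeruginosa culture filtrate used as stimulus; plate controls were PAF-stimulated DMSO wells for no effect and unstimulated DMSO wells for full effect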
COUP-TFII inh: NR2F2 transcriptional activity inhibitors, primary screen, cell-based, luciferase reporter, HEK293T, luminescence. HEK293T NGFI-A luciferase reporter. inhibition, % at 8.6 µM. 0.7% of 370,000 active. AID 686940, 2013;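 active means inhibition above a per-plate cutoff, mean inhibition of test wells between control levels plus 3 SD, cut at about 38% in these data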;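 further: cells cotransfected with COUP-TFII expression vector driving the NGFI-A reporter; 0% = median of COUP-TF2 test wells and 100% = reporter-only cells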
Target sequence (P24468 whole entry, looked up): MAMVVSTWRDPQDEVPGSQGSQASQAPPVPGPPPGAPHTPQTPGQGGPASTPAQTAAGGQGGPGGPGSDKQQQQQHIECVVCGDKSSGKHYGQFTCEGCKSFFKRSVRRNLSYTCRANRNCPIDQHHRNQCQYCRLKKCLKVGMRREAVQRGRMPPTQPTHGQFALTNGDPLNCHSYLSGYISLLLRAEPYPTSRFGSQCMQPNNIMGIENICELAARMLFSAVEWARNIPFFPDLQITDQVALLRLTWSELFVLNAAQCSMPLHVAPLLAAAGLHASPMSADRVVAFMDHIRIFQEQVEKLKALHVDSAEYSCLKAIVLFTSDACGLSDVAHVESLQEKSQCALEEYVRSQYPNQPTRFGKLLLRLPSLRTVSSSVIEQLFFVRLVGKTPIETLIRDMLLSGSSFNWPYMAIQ
NCOA1 inh: SRC1 coactivator transcriptional activity inhibitors, primary screen, cell-based, luminescence. 0.12% of 360,000 active. inhibition, % at 3.6 µM. HEK293 GAL4-SRC1 luciferase reporter. AID 588354, 2011;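 active means inhibition above the campaign mean plus 3 SD, with each screening campaign given its own cutoff, cut at about 60% in these data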;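 further: 0% = DMSO treated cells and 100% = gossypol at 36 µM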
NCOA2 inhibitor: inhibition of GAL4-SRC2 driven luciferase reporter, primary screen, SRC2 inhibitor project, cell-based, luminescence | Nuclear receptor coactivator 2 (Homo sapiens), Q15596 | inhibition, % at 9 µM | 0.17% of 370,000 active | HEK293 GAL4-SRC2 luciferase reporter;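 active means inhibition above the mean inhibition of all tested compounds plus 3 SD, set per campaign, cut at about 52% in these data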;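 further: 0% = DMSO treated cells and 100% = cells given Gossypol at 36 µM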
LRH-1 inv ag: LRH-1 (NR5A2) inverse agonists, primary screen, cell-based, luminescence, HEK293T, StAR-luciferase reporter | inhibition, % at 3.6 µM | LRH-1 transfected, 24 h | 0.13% of 360,000 active | Nuclear receptor subfamily 5 group A member 2 (Homo sapiens), O00482;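 active means inhibition above the mean inhibition of all tested compounds plus 3 SD, cut at about 73% in these data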;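 further: 0% = DMSO wells and 100% = reporter-only cells lacking LRH-1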
Target sequence (O00482 whole entry, looked up): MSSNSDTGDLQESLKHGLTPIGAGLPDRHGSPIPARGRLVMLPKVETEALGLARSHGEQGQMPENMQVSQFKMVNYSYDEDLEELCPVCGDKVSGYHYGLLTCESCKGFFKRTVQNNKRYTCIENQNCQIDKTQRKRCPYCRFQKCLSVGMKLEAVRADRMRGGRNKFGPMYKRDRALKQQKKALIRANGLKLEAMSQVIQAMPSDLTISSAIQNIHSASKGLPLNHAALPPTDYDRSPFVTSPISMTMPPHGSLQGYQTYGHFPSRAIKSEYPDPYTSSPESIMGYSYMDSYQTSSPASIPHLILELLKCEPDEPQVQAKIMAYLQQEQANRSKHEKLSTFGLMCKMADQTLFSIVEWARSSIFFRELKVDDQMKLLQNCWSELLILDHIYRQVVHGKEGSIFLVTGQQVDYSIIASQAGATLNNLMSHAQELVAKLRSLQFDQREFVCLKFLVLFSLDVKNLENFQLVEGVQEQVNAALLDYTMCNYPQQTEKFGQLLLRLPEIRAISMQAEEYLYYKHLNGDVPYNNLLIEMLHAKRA
EBV LMP1 NFkB: EBV LMP1-driven NF-kappaB luciferase reporter inhibitors, primary screen, cell-based, luminescence, single point; LMP1-induced NF-kappaB luciferase reporter cells; 0.69% of 350,000 active; inhibition, % at 12.5 µM; AID 504558, 2011; in the data active means inhibition above about 41%;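 further: 0% = neutral control wells and 100% = reference inhibitor control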
* = called active by the depositor; · = no result given.

SMILES	KKLEB cytotox	TROY NFkB inh	TRAIL sens C8	NCOA3 inh	TWEAK-Fn14 inh	CF NFkB block	COUP-TFII inh	NCOA1 inh	NCOA2 inhibitor	LRH-1 inv ag	EBV LMP1 NFkB
O=C(Cc1cccc2ccccc12)Nc1ccccc1	5	1	-11	3	-27	12	3	0	-3	4	-12
CCOc1ccccc1-c1noc(CCCC(=O)NC2CCCCC2)n1	-6	-24	7	12	-14	11	8	-23	14	-2	-11
CC(C)CN(C(=O)c1ccco1)c1nc2ccccc2s1	7	-39	-6	-30	11	-10	0	-36	-22	-16	-10
COc1cccc(C2/C(=C(/O)c3ccccc3)C(=O)C(=O)N2Cc2ccco2)c1 (configuration not stated)	-12	-5	-21	-4	-9	18	-11	2	12	-4	3
CCc1nc2c(OCCOc3ccccc3)cccn2c1N(C)C(=O)c1ccc(OC)cc1	-9	-8	0	1	-9	21	-15	4	10	-9	·
COc1ccc(Cn2c(C)nc3c(c2=O)c2nc4ccccc4nc2n3Cc2ccco2)cc1	-14	9	11	13	52*	14	11	8	-28	6	13
O=S1(=O)CC(N2CCN(Cc3ccccc3F)CC2)CN1Cc1cn(Cc2ccc(F)cc2)nn1 (configuration not stated)	·	-7	0	·	4	·	3	·	-13	3	·
CCOCCCNC(=O)c1c(N)n(-c2ccc(S(N)(=O)=O)cc2)c2nc3ccccc3nc12	-2	-11	-27	1	-4	-1	-7	8	-9	-8	2
COc1cc(/C=C/C(=O)OCC(=O)NCC2CCCCC2)ccc1O	21	-10	9	10	-13	-23	2	-18	-31	3	-4
CN(Cc1ccccc1)S(=O)(=O)c1ccc2c(c1)NC(=O)CC(=O)N2	-12	-7	-6	-10	-12	4	19	3	8	5	3
C=CCn1c(O)c(C2=c3ccccc3=NC2=O)sc1=Nc1ccc(O)cc1	2	-5	-8	-13	29	11	-2	-1	11	4	-17
Cc1nc(N2CCC(C)CC2)c2c(C)c(C(=O)Nc3ccc(C(F)(F)F)cc3)sc2n1	-1	33	8	3	31	30	18	-8	0	8	1
O=C(O)/C=C/C(=O)NCc1ccccn1	0	-14	-3	6	-6	5	3	-9	-21	-4	-3
COc1cc(CC(=O)Oc2ccc3c(c2)OCO3)cc(OC)c1OC	-3	6	-3	1	0	3	-23	-36	14	6	6
CN(C)/C(CN1CCCCC1)=C1\N=C(c2ccccc2)OC1=O	9	-3	-13	10	-18	1	·	-24	·	-5	3
N#CCNC(=O)c1cccn1-c1ncc(C(F)(F)F)cc1Cl	-1	-3	3	7	3	7	-1	-27	-6	9	5
COC(=O)c1ccc(NC(=O)c2ccc(NC(=O)c3ccco3)cc2)cc1	-4	-2	0	4	-23	-4	-3	1	-1	16	-9
COCc1cc(=O)[nH]c(/N=C(\N)Nc2ccc(C)cc2)n1	-9	-6	2	13	0	-6	-2	-10	-12	13	3
OCCNCC1(O)C2CC3CC(C2)CC1C3 (configuration not stated)	-2	-22	-15	5	-10	-10	2	9	-5	-5	5
O=C(O)CNS(=O)(=O)c1ccc2c(c1)CCCC2	0	-3	-2	5	11	0	9	2	21	-2	2
O=C(OCC(=O)N1CCCCC1)c1ccccc1SCC(=O)N1CCCCC1	9	3	-13	-16	5	-8	5	-27	17	-12	-1
Cc1c(C#N)c(N=CN(C)C)c(C(=O)c2ccc(Br)cc2)n1-c1ccccc1	5	7	-13	13	-11	15	13	-12	18	7	-1
Cn1c(C(=O)OCC(=O)NCCc2ccccc2)cc2sccc21	9	-4	-6	11	53*	-17	-8	-1	12	-3	-4
COC(=O)Oc1ccc(/C=N/NC(=O)CN(c2ccccc2Cl)S(C)(=O)=O)cc1OC	-5	5	-5	-1	3	2	-10	-38	-2	9	10
Cc1cc(C)c(OCCNC(=O)c2ccccc2Sc2ccccc2C#N)c(C)c1	0	3	4	8	21	-5	20	10	28	-21	-18
O=[N+]([O-])c1nn(-c2ccc3c(c2)OCCO3)n(O)c1=Nc1ccc(Cl)cc1	17	88*	-3	48	100*	-8	31	37	52	20	58*
C=CCNCC(=O)Nc1sc2c(c1C(=O)Nc1ccc(OC)cc1OC)CCC2	-9	24	8	-1	-9	12	-5	7	-27	-30	-2
N#CCc1c(C#N)c(N)nc(N2CCN(Cc3ccc4c(c3)OCO4)CC2)c1C#N	-14	2	-12	1	-4	-13	3	-6	8	-2	7
Cn1c(=O)c(C(=O)NNC(=O)c2cccc(Cl)c2)c(O)c2ccccc21	-24	31	18	-4	49	73*	3	-85	-36	5	-5
CC(OC(=O)COc1ccccc1Cc1ccccc1)C(=O)N(C)c1ccccc1 (configuration not stated)	-27	8	-1	-3	-3	10	10	-21	6	4	3
COc1cc(C=O)ccc1OC(=O)c1cccnc1	0	7	0	-2	16	-1	1	20	-10	-7	-3
O=C(Nc1ccon1)c1sc2ccccc2c1Cl	-1	-68	34	-95	14	-14	-24	-93	-33	-57	-30
COc1ccccc1NS(=O)(=O)c1cccc(C(=O)N/N=C/c2ccc(OCC(=O)O)cc2)c1	9	6	-4	2	-1	-6	2	-8	26	10	-4
N#Cc1nc(COc2ccccc2F)oc1NCCCn1ccnc1	-14	-22	-9	2	-22	10	-20	-4	-13	12	-1
C#CCNC(=O)C1=C[C@@H](c2coc3ccccc3c2=O)C[C@@H](OCc2ccc(CO)cc2)O1	-7	-2	-6	9	-7	-15	-17	-4	-25	-5	-4
CCOC(=O)c1cccc(NC(=O)Cn2cc3c(n2)CCC(C)C3)c1 (configuration not stated)	12	10	-16	20	-1	-4	-6	-17	-26	12	3
CC(=O)N1CCc2ccc(S(=O)(=O)N3CCN(C)CC3)cc21	-11	-4	-3	25	-7	-15	6	6	-1	16	7
Cn1cc(CC(=O)NCCCN2CCOCC2)c2ccccc21	6	-7	6	-29	-1	13	-3	1	1	5	5
COCCN(C(=O)COC(=O)c1cccc2ccccc12)c1c(N)n(Cc2ccccc2)c(=O)[nH]c1=O	-8	-6	-6	0	-7	7	-4	-9	-1	-5	3
COc1cccc(CN2CCN(Cc3cc(OC)c(OC)cc3[N+](=O)[O-])CC2)c1	6	9	8	13	-10	-3	·	-9	·	-3	8
CC1(C(=O)NS(=O)(=O)c2ccc3ccccc3c2)CCN1C(=O)C1(c2ccc(Cl)cc2)CCC1 (configuration not stated)	19	20	-12	-5	18	-42	16	5	-4	-4	·
c1coc(CN2CN=C(Nc3nc4ccccc4s3)NC2)c1	-8	-43	-20	-23	-2	-8	-7	-20	-2	-10	-7
CCN(CC)CCn1c(NCc2ccco2)nc2ccccc21	2	4	-22	-1	7	-19	-4	-2	1	-22	-11
Cc1ccc(CNC(=O)C(Cc2ccccc2)NS(=O)(=O)c2ccc(Br)s2)cc1 (configuration not stated)	-5	19	-9	10	28	12	8	-27	-10	3	-12
O=C(O)c1ccc(N/N=C/c2ccc(F)c(F)c2)cc1	9	14	6	-69	67*	7	-39	-114	-41	-104	-2
O=C(CN1CCN(c2cccc(Cl)c2)CC1)NC1CCCc2ccccc21 (configuration not stated)	-20	-6	17	-8	4	15	3	-10	6	1	3
c1ccc(-c2cncnc2)cc1	-26	-6	-4	11	-11	-1	8	17	17	10	3
CC(C)n1c(CNC(=O)c2ccccc2F)nnc1SCC(=O)c1ccc(F)cc1	-3	10	-9	-8	16	-16	-6	-5	2	3	1
O=[N+]([O-])c1cccc(S(=O)(=O)NCCc2cn3ccccc3n2)c1	1	7	6	-2	17	5	-17	1	8	-1	1
COc1ccc(NC(C)=O)cc1S(=O)(=O)NC(Cc1ccccc1)C(=O)NC(C)c1ccccn1 (configuration not stated)	10	2	6	1	12	5	11	-6	8	-26	-5
COc1cccc(-c2cnc3c(NC(C)=O)cc(-c4ccccc4OC)cn23)c1	-13	-12	6	3	17	-15	2	-6	8	-20	·
CCOC(=O)C1(CC2CCCCO2)CCN(S(=O)(=O)c2ccsc2)CC1 (configuration not stated)	4	5	-2	5	-14	4	-8	-6	-17	-5	0
C=CCN1C(=O)c2ccc(C(=O)N(C)CC(=O)Nc3ccc(Br)cc3C)cc2C1=O	14	2	-19	-12	5	-23	-25	-13	-4	0	2
Cc1ccc(S(=O)(=O)Nc2nc3ccccc3nc2N2CCc3ccccc3C2)cc1	-15	36	-1	-47	87*	30	-27	-59	-34	-85	-8
O=C(O)c1cc2ncc(-c3[nH]ncc3[N+](=O)[O-])cn2n1	10	0	-5	-7	2	15	2	4	-36	-13	-2
Cc1ccc(C)c(NC(=O)CSc2nnc(C)c(=O)n2N)c1	-4	-4	8	5	-14	-8	-16	6	-5	-5	3
Cc1cc(OCC(=O)OCC(=O)N(C)Cc2ccccc2C)ccc1Cl	1	5	5	-24	7	-4	-11	-8	-42	-5	-1
COc1ccccc1-n1ccnc1SCC(=O)NC(C)(C)C	-2	12	-11	-1	-1	-4	25	-16	-34	10	-2
Cc1oc(-c2cccc(Cl)c2)nc1CN(C)C1CCOC1 (configuration not stated)	4	-14	0	5	-8	-1	-1	9	14	-10	-25
C#Cc1ccc([C@@H]2C=C(C(=O)N3CCN(Cc4ccccc4)CC3)O[C@H](OCCCCO)C2)cc1	-3	-6	28	55	36	22	·	60	·	89*	37

Other records follow.
SMILES	KKLEB cytotox	TROY NFkB inh	TRAIL sens C8	NCOA3 inh	TWEAK-Fn14 inh	CF NFkB block	COUP-TFII inh	NCOA1 inh	NCOA2 inhibitor	LRH-1 inv ag	EBV LMP1 NFkB
Cc1c(Cl)cccc1NC(=O)CCS(=O)(=O)c1cccc2nonc12	5	12	8	-4	-17	0	10	-1	-7	-1	7
COC(=O)c1cccc(NC(=O)NC2CCCN2S(=O)(=O)c2ccc(Cl)cc2)c1 (configuration not stated)	-12	5	-3	11	14	8	2	5	15	4	4
Cc1cc(C)cc(NC(=O)COC(=O)COc2ccc(N(C)S(=O)(=O)c3cccs3)cc2)c1	-2	5	-22	6	-7	19	8	11	-14	3	3
COc1ccc2c(c1)OC[C@H]1[C@H]2N2C(=O)CN(CCc3c[nH]c4ccccc34)C(=O)[C@@]2(C)[C@H]1c1ccccc1	14	-4	17	-20	-22	-42	15	0	2	1	-2
O=C(Nc1nc2ccccc2s1)C1CC(=O)N(c2ccccc2)C1 (configuration not stated)	-6	16	24	5	19	22	4	-9	18	1	-7
CC(C)[C@H]1C=C(C(=O)O)O[C@@H](OCCCCO)C1	-1	-8	-11	8	9	-18	-16	-3	-3	13	-6
c1ccc(CCNCC2COc3ccccc3O2)cc1 (configuration not stated)	-11	-45	1	-29	-1	2	-24	-5	-58	3	0
